GSIS activator: GLuc luminescence reporter in INS-1E cells, primary screen for activators of glucose-dependent secretion of insulin. activation, % at 16.6 µM. INS-1E GLuc reporter insulin secretion, 2-3 h. 370,000 compounds, 0.61% hits;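 active = lowest replicate activation of at least 40%, so every replicate reaches that level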;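 also: 0% = median of neutral control wells and 100% = median of IBMX positive control wells; some compounds called inactive have numbers as strong as hits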
FN deposition inh: inhibitors of fibronectin matrix deposition, primary screen, AH1F cells, Alexa488-fibronectin fluorescence, plate reader. inhibition, % at 12.6 µM. 350,000 compounds, 0.086% hits. AH1F fibroblasts, overnight;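 active = mean inhibition across replicates of 30% or more, regardless of how many single replicates reach that level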;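 also: positive control wells lacked labelled fibronectin entirely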
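Assay system: AH1F fibroblasts / Quantity: 10000 cells per well / Medium: DMEM plus 2% serum, read in PBS / Reagent: labelled fibronectin 24 nM / Dosing: single dose, pinned / Times: 1 h cell attachment, overnight exposure to compound and label / Signal: fluorescence, ex 485 nm, em 525 nm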
* = called active by the depositor.

SMILES	GSIS activator	FN deposition inh
CC(C)CCNC(=O)c1cnn2c(C(F)(F)F)cc(-c3ccco3)nc12	-11.4	4.8
Cc1cc(C)n(CC2CC(=O)N(c3ccc(C)c(Cl)c3)C2=O)n1 (centres undefined)	-46.5	-5.2
Cn1cc(C(=O)Nc2ccc3c(c2)CCC3)cn1	9.0	3.4
COc1ccc(OCc2nnc(SCC(=O)NNC(=O)c3ccc(C)cc3)n2C)cc1	-2.1	-6.1
CC(=O)c1ccc(NC(=O)/C=C/c2ccc(C)cc2)cc1	20.9	-6.9
COCCn1c(-c2cccc([N+](=O)[O-])c2)nc2c1c(=O)[nH]c(=O)n2Cc1ccccc1	16.2	5.0
CCOc1cc(/C=N/NC(=O)C(C)Sc2ccccn2)ccc1O (centres undefined)	69.7*	-6.9
CCCOc1ccc(-c2nc(N)n[nH]2)cc1	11.9	1.8
COc1ccc(C[C@@H]2CCc3cnnn3COC[C@H](C)NC2=O)cc1	6.9	-7.4
C/C(=N\NC(N)=S)c1ccc(Cl)s1	13.5	-2.8
CCOc1ccc(C(=O)C(CCC(CN(C)C)C(=O)c2ccc(OCC)cc2)CN(C)C)cc1 (centres undefined)	-9.5	12.4
COc1cc(/C=C(\C#N)c2ccccn2)ccc1OCC(=O)Nc1cccc(C(F)(F)F)c1	-1.5	-4.8
N#C/C(=C\c1cn(CC(=O)N2CCCC2)c2ccccc12)C(=O)NCc1ccc2c(c1)OCO2	-7.2	6.2
COc1ccc(C2N(Cc3ccccc3)CC(=O)N2/N=C(\C)c2ccccc2)cc1 (centres undefined)	-6.5	0.8
O=C(NCCc1ccccn1)c1cc(-c2ccccc2Cl)nc2ccccc12	10.2	-2.2
O=C(COC(=O)C1CC1)Nc1ccc(N=Nc2ccccc2)cc1	-16.8	-2.8
COc1ccc(N2C(=O)C3ON(C4SC(=S)N(C)C4(C)C)C(c4ccc(Cl)cc4)C3C2=O)cc1 (centres undefined)	-19.9	3.0
COc1cc(/C=N/NC(=O)c2ccc(-c3ccccc3)cc2)cc(OC)c1OC	-7.7	1.3
Cc1nn(C)c(C(=O)Nc2cccc(CN3CCOCC3)c2)c1Br	17.0	-5.7
CN1C(=O)N(C)C2(c3ccccc3)N(C(C)(C)C)C(=O)NC12c1ccccc1 (centres undefined)	8.4	6.1
Cc1cc(C(=O)COC(=O)Cc2n[nH]c(=O)c3ccccc23)c(C)n1-c1ccc2c(c1)OCO2	-3.7	2.8
CN(Cc1ccccc1)C(=O)COC(=O)c1ccc(Cl)c(N)c1	14.7	3.6
O=C(CN1C(=O)CCC1=O)c1ccc(-c2ccccc2)cc1	-1.8	6.7
CC/C(=N\NC(=O)c1ccc(N(C)C)cc1)c1ccccc1	20.3	7.0
CC1(C)CC(NC(=O)Cc2ccccc2[N+](=O)[O-])CC(C)(C)N1	4.9	3.4
More entries follow.
SMILES	GSIS activator	FN deposition inh
CCn1c(CCn2ccnc2C)n[nH]c1=S	-19.2	-10.8
Cc1cccc(Oc2nc3ccccn3c(=O)c2/C=C(\C#N)C(=O)NC2CCS(=O)(=O)C2)c1 (centres undefined)	7.9	3.6
CCc1ccc(/C=C/C(=O)C2C(=O)c3ccccc3C2=O)cc1	-4.3	-5.9
CNC[C@H]1Oc2ccccc2CC(=O)N(C)C[C@H]1C	13.7	-0.9
Cc1ccc(S(=O)(=O)N2CCOCC2)cc1NC(=O)CSc1cccc[n+]1[O-]	-8.1	9.3
CN1c2ccc(-c3ccccc3)cc2[C@H]2[C@H](CCN2C(=O)c2ccccn2)[C@@H]1CO	-23.5	13.8
Cc1ccc(C(C(=O)NC(C)(C)C)N(Cc2cccs2)C(=O)c2ccc3c(c2)OCCO3)cc1 (centres undefined)	-17.2	12.1
C=C(C)COc1ccc2c(CC)cc(=O)oc2c1C	7.9	7.8
CCC(N=c1cc(-c2ccc(OC)cc2)oc2ccc(C)cc12)C(=O)O (centres undefined)	6.1	-0.5
CCCCN1C=C(C(=O)OC)C(c2ccccc2Cl)C(C(=O)OC)=C1	-0.6	0.8
Cc1ccc(OC(=O)C23CC4CC(CC(C4)C2)C3)c(C)n1	0.1	1.4
O=C(NCc1ccco1)c1cccc(NS(=O)(=O)c2cccc(F)c2)c1	-4.0	-2.7
S=c1[nH]nc(Cc2cccs2)n1-c1cccc2ccccc12	70.1	0.5
CC(NC(=O)/C(C#N)=C1\N=C(NC(=O)c2cccs2)c2ccccc21)c1ccccc1 (centres undefined)	-11.8	3.3
CC1=NN(c2ccccc2)C(=O)/C1=C/c1cccs1	9.7	3.7
Cc1ccccc1-n1c(=O)[nH]c(=O)c2c(N)c(C(=O)c3ccc(Cl)cc3)sc21	17.0	-20.4
O=C(OC1CCOC1=O)c1cccc(S(=O)(=O)Nc2cccc(Cl)c2)c1 (centres undefined)	-21.7	4.3
CN1C(=S)SC(N(O)C(=O)Nc2ccc(Cl)c(Cl)c2)C1(C)C (centres undefined)	-33.1	10.8
Cc1ccc(-n2c(C)cc(C(=O)COC(=O)c3ccc[nH]c3=O)c2C)cc1C	-1.1	3.5
CCc1nn2cc(C(=O)c3cc(C)ccc3O)cnc2c1-c1ccc(F)cc1	-30.2	-3.8
COCCn1c(=S)[nH]c2cc(C(=O)N3CCN(c4ccccc4OC)CC3)ccc2c1=O	-11.7	2.3
O=[N+]([O-])c1cc(-c2nc3nc4ccccc4nc3n2CCc2ccccc2)cc([N+](=O)[O-])c1	-9.9	3.0
O=C(Nc1ccc(S(=O)(=O)Nc2nccs2)cc1)c1cc(-c2ccccc2)nc2ccccc12	-18.6	-2.2
O=[N+]([O-])c1ccc(N2CCNCC2)cc1Sc1nc2ccccc2[nH]1	1.2	-1.8
COc1ccc(N=C2SC(CC(=O)Nc3ccccc3F)C(=O)N2Cc2ccco2)cc1 (centres undefined)	-28.4	11.2
Next section:
SMILES	GSIS activator	FN deposition inh
COc1cccc(NC(=O)CN(C)C(=O)COc2ccc3ccccc3c2)c1	2.5	2.4
Cc1ccc2nc(SCC(=O)Nc3cccc(S(=O)(=O)N(C)C)c3)[nH]c2c1	-12.5	5.9
O=C(c1ccccc1)N(Cc1cccnc1)C1(C(=O)Nc2ccccc2)CCCCC1	1.2	-3.3
CC1CN(C(=O)Nc2ccccc2)c2ccccc2-[n+]2ccsc21 (centres undefined)	2.5	1.2
COC(=O)c1sccc1NC(=S)N1CCN(c2ccccc2F)CC1	-18.6	0.8
CN(CC(=O)Nc1ccccc1C(F)(F)F)C(=O)COc1ncnc2sccc12	14.6	-0.7
O=C(COC(=O)c1ccc(-c2ccc([N+](=O)[O-])cc2)o1)NC(=O)NC12CC3CC(CC(C3)C1)C2	-8.2	-0.7
COc1ccc(N(C(=O)CCl)C(C(=O)NCCc2ccccc2)c2cccs2)cc1Cl (centres undefined)	25.5	33.6*
CN1CCN(C(=S)Nc2cccc(Cl)c2)CC1	11.9	-2.6
CC1CN(CC(O)COC(c2ccc(Cl)cc2)c2ccc(Cl)cc2)CC(C)O1 (centres undefined)	-7.9	3.9
NC(=S)N=Nc1c(O)n(Cc2ccc(F)cc2)c2ccccc12	9.1	-1.9
COc1cccc(NC(=O)C[C@@H]2CC[C@H]3[C@@H](COc4ccc(NC(=O)C5CCCC5)cc4C(=O)N3C)O2)c1	-3.4	1.1
CN(C1CCCCC1)S(=O)(=O)c1cccc(C(=O)OCC(=O)NC2CCCc3ccccc32)c1 (centres undefined)	-2.5	4.1
Cc1cccc(C)c1Nc1nnc(SCC(=O)Nc2sccc2C#N)s1	-26.0	-9.2
CC(=O)c1ccc(OCCn2cnc3ccccc32)cc1	-4.2	-5.0
C[C@H]1CN(C)C(=O)c2cccc(N)c2O[C@H]1CN(C)S(C)(=O)=O	-18.0	1.5
CC(=O)c1cccc(S(=O)(=O)NC2CCCCCC2)c1	-4.1	1.2
COc1ccc(C(=O)NNC2=CC(=O)CC(C)(C)C2)cc1OC	10.6	1.2
O=C(/C=C/c1ccc(-c2ccccc2)o1)c1ccccc1	9.1	-4.6
Cc1cccc(N2CCN(C3=NC(=O)C(Cc4ccccc4)S3)CC2)c1 (centres undefined)	-14.4	4.0
Cc1nc(NC(=O)/C=C/c2ccco2)sc1C	-6.9	6.1
Cc1sc2nc3c(SC(C)C(=O)O)cc(C(=O)c4ccccc4O)cn3c(=O)c2c1C (centres undefined)	0.8	-1.5
Cc1ccc(-c2ccc(C3[C@@H]4CN(Cc5ccccc5)C[C@H]3N4)cc2)cc1 (some centres undefined)	-3.4	-13.4
CSCc1ccc(C(=O)Nc2cc(C)cc(C)c2)cc1	6.6	-2.9
Cc1ccccc1N/C(SCc1cccc(Br)c1)=C(/C#N)C(N)=O	-7.3	1.1

Complete entries, looked up by structure.
COc1ccc(C(=O)NNC2=CC(=O)CC(C)(C)C2)cc1OC is entered as GSIS activator: 10.6; FN deposition inh: 1.2
CSCc1ccc(C(=O)Nc2cc(C)cc(C)c2)cc1 is entered as GSIS activator: 6.6; FN deposition inh: -2.9

Additional compounds follow:
SMILES	GSIS activator	FN deposition inh
COc1ccc(CN2CCNC(=O)C2CC(=O)N2CCCO2)c(OC)c1 (centres undefined)	-3.5	-0.7
COc1ccc(C2CC(c3ccccc3OC(C)=O)=NN2C(=O)/C=C/c2ccccc2)cc1OC (centres undefined)	-43.8	-10.5
Cc1ccc(S(=O)(=O)NC(N)=NCCc2ccc(Cl)cc2)cc1	7.4	4.9
CCCn1c(SCC(=O)/C(C#N)=C(\C)N)n[nH]c1=O	-2.8	-0.7
O=C(CN1C(=O)C2C3C=CC(C4CC34)C2C1=O)OCC(=O)c1ccccc1 (centres undefined)	26.8	0.7
Cc1ccc(/C=C/C(=O)Nc2ccc([N+](=O)[O-])c(NC(=O)/C=C/c3ccc(C)o3)c2)o1	-13.4	6.2
CC(C)COP(=O)(CNC(=O)CN1C(=O)c2ccccc2S1(=O)=O)OCC(C)C	12.5	-0.4
COCc1nc2sc3c(c2c(=O)[nH]1)CCCC3	-2.4	-1.8
CCc1cccc(CC)c1NC(=O)CO/N=C(\C)c1cccs1	-5.0	6.4
Cc1[nH]n(-c2ccccc2)c(=O)c1C(C[N+](=O)[O-])c1ccc(F)cc1 (centres undefined)	-13.0	2.2
Cc1cccc(C(=O)NC(=S)NNC(=O)COc2c(C)cccc2C)c1	75.9*	0.0
Cc1cc(C)nc(NC(=NCCc2c[nH]c3ccccc23)NC(=O)Nc2ccc(Cl)c(Cl)c2)n1	21.0	-5.2
CCOc1ccc(C(=O)NC(=S)Nc2ncccc2C)cc1[N+](=O)[O-]	-7.8	0.8
COc1ccc(C(C)=O)cc1COC(=O)CNC(=O)c1ccc(F)cc1	24.1	0.2
COc1ccc2c3c([nH]c2c1)[C@H](CO)N(Cc1ccccn1)CC31CN(Cc2cccc(F)c2)C1	0.1	2.6
Cc1ccccc1NC(=S)NC1(C)CCS(=O)(=O)C1 (centres undefined)	-4.6	4.6
CNC[C@H]1OCc2ccccc2-c2c(n(C)c3ccccc23)C(=O)N([C@@H](C)CO)C[C@H]1C	6.9	2.5
CC(C)[C@H]1C(=O)N[C@H](c2cccc(Cl)c2)CC=CC[C@@H](C)Oc2ccccc2C(=O)N1C (mixture of isomers)	-17.3	-13.4
CCOCCCn1c(SCC(=O)NC(C)(C)C)nc2ccccc2c1=O	2.7	2.0
CC[C@H]1CC=CC[C@@H](C)Oc2ccccc2C(=O)N(C)[C@H](C)C(=O)N1 (mixture of isomers)	11.2	1.4
Cc1ccc(C)c(/C=N/NC(=S)NC(C)C)c1	-0.4	10.0
O=C1N[C@H](Cc2ccccc2)COCc2cnnn2CC[C@@H]1Cc1cccc(F)c1	23.4	-6.5
CCCCCCn1c(=O)[nH]c2nc3cc(N)ccc3nc2c1=O	6.8	-24.5
Cc1nn(-c2ccccc2)c(Cl)c1/C=N/NC(=O)c1ccc(CNc2ccccc2)o1	-12.1	-1.5
C[C@H]1CC=CC[C@@H](c2ccc3c(c2)OCO3)NC(=O)[C@H](Cc2ccccc2)N(C)C(=O)c2ccccc2O1 (mixture of isomers)	-7.4	-8.2

Printed as active in GSIS activator (from the list above):
SMILES | GSIS activator
CCOc1cc(/C=N/NC(=O)C(C)Sc2ccccn2)ccc1O (centres undefined) | 69.7*
Cc1cccc(C(=O)NC(=S)NNC(=O)COc2c(C)cccc2C)c1 | 75.9*

(more compounds)
SMILES	GSIS activator	FN deposition inh
CNC[C@@H]1Oc2ccc(NC(=O)NC(C)C)cc2C(=O)N(C)C[C@H]1C	-6.3	3.2
Cc1ccc(C(=O)N2CCN(c3ccc([N+](=O)[O-])c(NCc4cccnc4)c3)CC2)cc1	-40.1	5.0
CN(C)CC(=O)N1[C@@H](CO)[C@@H](c2ccccc2)C12CN(C(=O)c1ccc(F)cc1)C2	1.6	-7.1
COC(=O)c1c(O)cc(C(C)(C)C)n(-c2ccc(F)cc2)c1=O	11.1	-0.6
C[C@H](CO)N1C[C@H](C)[C@@H](CN(C)C(=O)CCN(C)C)OCc2ccccc2-c2ccccc2C1=O	13.4	-2.4
O=C(NCc1ccccc1)C1C2C=CC3(CN(Cc4cccnc4)C(=O)C13)O2 (centres undefined)	7.6	-15.6
COc1ccccc1OCCCOc1ccc(C)cc1Br	-12.5	-5.4
Cc1cc(C)n(CCO)c(=O)n1	0.5	6.4
COc1ccc(/C=N/Nc2cc(OC)ncn2)cc1	13.1	-1.1
COc1ccc(CCNS(=O)(=O)c2c(N)n(C)c(=O)n(C)c2=O)cc1OC	9.1	-6.1
O=C(CCN1c2ccccc2Sc2ccccc21)Oc1ccccc1	13.6	-0.1

Entries above containing a tert-butyl group:
SMILES	GSIS activator	FN deposition inh
CN1C(=O)N(C)C2(c3ccccc3)N(C(C)(C)C)C(=O)NC12c1ccccc1 (centres undefined)	8.4	6.1
Cc1ccc(C(C(=O)NC(C)(C)C)N(Cc2cccs2)C(=O)c2ccc3c(c2)OCCO3)cc1 (centres undefined)	-17.2	12.1
CCOCCCn1c(SCC(=O)NC(C)(C)C)nc2ccccc2c1=O	2.7	2.0
COC(=O)c1c(O)cc(C(C)(C)C)n(-c2ccc(F)cc2)c1=O	11.1	-0.6

Not all compounds are listed; rates above refer to the full screens.
